DENV2 CPE rescue: DENV2-induced cell death inhibition | DENV2-infected cells, cytopathic effect rescue, plate reader | CPE inhibition, % at 9.99 µM | 350,000 tested, 1.7% active; in the data active = CPE inhibition above about 20%, passing the limit was not always enough; inconclusive = no clear call, values can overlap the other calls; tested in BHK-21 cells;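 also: 0% = median of neutral control wells and 100% = median of positive control wells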
F508del corr: CFTR F508del correction in bronchial cells. CFBE cells, YFP halide quenching; stimulated with forskolin plus potentiator P3; % fluorescence drop versus neutral controls. activity (quench increase), % at 7.58 µM. 350,000 tested, 0.36% active;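 active = mean added fluorescence quench of at least 8% versus neutral control, with both replicates also reaching 8%; inconclusive = only one of the mean or replicate conditions met; inactive = mean below 8% and not both replicates reaching 8%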;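 also: cells transiently co-express mutant CFTR-F508del with the halide-sensitive YFP; corrector assay measuring rescue of mutant channel to the surface after 24 h compound exposure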
ERp5 block: inhibitors of human ERp5. 350,000 tested, 0.05% active. ERp5 insulin aggregation, absorbance 650 nm, 90 min. Q15084. inhibition, % at 9.99 µM;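 active = mean replicate inhibition above about 25%, with every replicate also reaching it, limit read from the data, passing the limit was not always enough; inconclusive = only one of those two criteria met; inactive = neither criterion met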
Target sequence (Q15084 whole entry, looked up): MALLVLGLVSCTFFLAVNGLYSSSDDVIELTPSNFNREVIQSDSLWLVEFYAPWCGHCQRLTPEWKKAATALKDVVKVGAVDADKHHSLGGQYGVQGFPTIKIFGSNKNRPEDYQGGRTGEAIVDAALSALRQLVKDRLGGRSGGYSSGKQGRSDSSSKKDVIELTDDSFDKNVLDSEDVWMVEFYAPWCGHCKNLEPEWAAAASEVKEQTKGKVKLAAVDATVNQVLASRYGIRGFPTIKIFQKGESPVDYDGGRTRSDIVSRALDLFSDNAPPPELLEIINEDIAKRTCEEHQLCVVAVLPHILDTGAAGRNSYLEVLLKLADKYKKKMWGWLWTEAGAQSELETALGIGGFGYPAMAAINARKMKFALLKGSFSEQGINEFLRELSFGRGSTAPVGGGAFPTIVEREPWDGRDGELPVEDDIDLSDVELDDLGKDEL
Xi reactivation: reactivates the inactive X chromosome in mouse fibroblasts; 360,000 tested, 0.055% active; AID 743238; activation, % at 7.58 µM; XiGFP mouse fibroblasts, % GFP-positive cells imaging, 3 d; cells co-treated with 5-aza-dC sensitizer; scaled so ellipticine positive control = 100%;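 active = mean normalized replicate activation at least 10% and every replicate at or above 10%; inconclusive = only one of the two criteria met; inactive = mean below 10% and not all replicates reach 10%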;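 also: 0% = median of on-plate neutral control wells and 100% = ellipticine 6 µM median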
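System: 68-5-11 XiGFP fibroblast line; Timing: 3 days compound exposure; Compound dosing: one concentration, pinned; Benchmarks: positive control ellipticine, 6 µM final; Buffer or medium: DMEM containing 5-aza-dC.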
GSIS activator: primary screen for activators of insulin secretion dependent on glucose, INS-1E cells, GLuc reporter luminescence. INS-1E GLuc reporter insulin secretion, 2-3 h. activation, % at 16.6 µM. 370,000 tested, 0.61% active. AID 743287;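 active = lowest replicate activation of at least 40%, so every replicate reaches that level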;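 also: 0% = median of neutral control wells and 100% = median of IBMX positive control wells; some compounds called inactive have numbers as strong as hits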
EWS-Fli inh: inhibitors of EWS/Fli oncoprotein transcriptional activity; A673 NR0B1-luciferase reporter, viability-normalised; inhibition, % at 12.6 µM; 350,000 tested, 0.67% active; AID 651661;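 active = mean inhibition of at least 50% after viability correction, with every replicate also passing that limit; inconclusive = mean reaches 50% but only one of two replicates passes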;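 also: firefly luciferase signal divided by Alamar Blue viability fluorescence both relative to DMSO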
PAX8 reporter: PAX8 transcriptional activity inhibition | RMG-I TPO-luciferase reporter, SteadyGlo, 24 h | 360,000 tested, 1.2% active | inhibition, % at 12.6 µM;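 active = mean replicate inhibition at least 60% with every replicate also reaching 60%; inconclusive = only one of the two criteria is met; inactive = mean below 60% and not all replicates reaching 60%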;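 also: luciferase light reporting Pax8 driven TPO promoter activity; plate controls were median of neutral control wells for no effect and mitoxantrone controls for full effect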
ARNT-TACC3 inh: disruptors of human ARNT/TACC3 interaction. Q9Y6A5. AlphaScreen His-ARNT PAS-B/GST-TACC3 binding, luminescence; TACC3 fragment carries E629A point mutation. inhibition, % at 9.99 µM. 390,000 tested, 0.66% active. AID 623870;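 active = mean inhibition of replicates at least 50% and at least half of replicates each reaching 50%; inconclusive = half or more replicates reach 50% but mean below 50%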;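 also: 0% = complete ARNT plus TACC3 wells and 100% = ARNT alone without TACC3; many hits fall short of the cut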
Active calls of the source: *; ? = inconclusive; . = no result given; & = joins results of further samples. The order is random. About 4.2% of those tested had a hit in this group.

#	Compound	DENV2 CPE rescue	F508del corr	ERp5 block	Xi reactivation	GSIS activator	EWS-Fli inh	PAX8 reporter	ARNT-TACC3 inh
1	CCCC#Cc1ccc2c(c1)O[C@@H](CN(C)C(=O)Nc1ccc(OC)cc1)[C@H](C)CN([C@H](C)CO)S2(=O)=O	2	3.4	7	0.2	-26	9	.	2
2	N#CC1=C2Sc3ccccc3N2CCCC1=O	10	0.1	-4	.	-5	-37	.	-7
3	C=CCn1cc(C(=O)NCc2cccnc2)c(=O)c2cc(S(=O)(=O)N(CC)CC)ccc21	7	-0.8	4	0.5	12	-1	2	3
4	COc1ccc(CNC(=O)CCCn2nc(C)c3c(C)n(-c4ccc(C)cc4)nc3c2=O)cc1	-4	0.2	2	0.0	-2	.	39	-20
5	C[C@H]1CN([C@@H](C)CO)S(=O)(=O)c2ccc(C3=CCCC3)cc2O[C@H]1CN(C)C(=O)Nc1ccc2c(c1)OCO2	-2	1.8	-2	0.2	-7	6	19	2
6	CCOc1ccc(NC(=O)CSc2nc3nc(C)cc(C)n3n2)cc1	1	-1.5	2	-0.1	6	-2	.	-4
7	Cc1ccc2nsnc2c1NC(=O)c1ccc2c(c1)OCCO2	3	-1.8	-1	.	-4	16	.	-3
8	OCCN(CC#CC(O)(c1ccccc1)c1cccc(F)c1)CCO (stereo not drawn)	4	0.5	-8	0.0	.	-3	4	-24
9	C[C@@H]1CN([C@@H](C)CO)C(=O)c2cccc(NC(=O)C3CCCCC3)c2O[C@@H]1CN(C)C	-2	-2.3	-2	0.2	7	-17	-8	.
10	Cc1cc(C(=O)NC2CCCN(Cc3ccc(Cl)cc3)C2)c(C)o1 (stereo not drawn)	-1	2.1	4	0.0	-42	14	.	1

Arranged by count of non-hydrogen atoms (low to high): some entries from above.
#	Compound	DENV2 CPE rescue	F508del corr	ERp5 block	Xi reactivation	GSIS activator	EWS-Fli inh	PAX8 reporter	ARNT-TACC3 inh
2	N#CC1=C2Sc3ccccc3N2CCCC1=O	10	0.1	-4	.	-5	-37	.	-7
7	Cc1ccc2nsnc2c1NC(=O)c1ccc2c(c1)OCCO2	3	-1.8	-1	.	-4	16	.	-3
4	COc1ccc(CNC(=O)CCCn2nc(C)c3c(C)n(-c4ccc(C)cc4)nc3c2=O)cc1	-4	0.2	2	0.0	-2	.	39	-20
1	CCCC#Cc1ccc2c(c1)O[C@@H](CN(C)C(=O)Nc1ccc(OC)cc1)[C@H](C)CN([C@H](C)CO)S2(=O)=O	2	3.4	7	0.2	-26	9	.	2
5	C[C@H]1CN([C@@H](C)CO)S(=O)(=O)c2ccc(C3=CCCC3)cc2O[C@H]1CN(C)C(=O)Nc1ccc2c(c1)OCO2	-2	1.8	-2	0.2	-7	6	19	2

(list continues)
#	Compound	DENV2 CPE rescue	F508del corr	ERp5 block	Xi reactivation	GSIS activator	EWS-Fli inh	PAX8 reporter	ARNT-TACC3 inh
11	Cc1cccc(C(=O)NCCC(=O)NCc2ccccc2Cl)c1	-3	-7.3	.	-0.1	0	3	2	0
12	Cn1nc(-c2ccccc2)cc1NC(=O)c1ccc(Cl)cc1	6	-0.1	4	0.0	-8	-21	-6	-2
13	C=CCOc1ccc(CNCC2CCCO2)cc1 (stereo not drawn)	1	0.5	5	0.0	6	-4	7	-2
14	COc1cc(OC)nc(Oc2cc(C=O)ccc2OC)n1	15	-1.9	-1	0.1	-1	5	9	-8
15	O=C(Cc1ccccc1)N1C[C@H]2[C@@H](c3ccccc31)[C@H](CO)N2S(=O)(=O)c1ccccc1	-9	2.9	2	-0.1	-10	-6	20	2
16	COCCNc1cc(C)nc2cc(-c3ccc(C)cc3)nn12	-4	-6.2	9	-0.3	-1	-53	-67	-11
17	CO[C@H]1CN(C)C(=O)c2ccc(NC(=O)Nc3ccccc3F)cc2OC[C@@H](C)NC[C@H]1C	-5	1.7	3	-0.4	16	-10	.	14
18	O=C(C[C@H]1CC[C@@H](NC(=O)c2ccccc2)[C@H](CO)O1)NCc1ccncn1	-3	-1.3	-9	0.1	11	-6	-3	-8
19	CCc1cccc(NC(=O)COC(=O)c2c(-c3ccccc3)noc2C)c1	-1	-0.5	6	-0.1	-3	-2	-3	.
20	C[C@@H]1CN([C@H](C)CO)S(=O)(=O)c2ccc(-c3ccc(C(=O)N(C)C)cc3)cc2O[C@@H]1CN(C)C	1	1.8	0	-0.5	7	0	.	-3
21	CCn1c(CNC(=O)c2ccccc2Cl)cc2ccccc21	0	-10	4	0.2	-14	-20	-22	-6
22	CN(C)CCC(c1ccc(Br)cc1)c1ccccn1 (stereo not drawn)	-2&-9&-3	1.6&0.6&2.4	2&2&0	-0.3&-0.1&0.2	7&16	6&-8&-6	2&2&-11	-5&-1&-3
23	Cc1cc(C)nc(-n2ncc3c2CC(C)CC3=O)n1 (stereo not drawn)	-6	1.4	-3	-0.1	12	2	14	.
24	C[C@H](CO)N1C[C@H](C)[C@@H](CN(C)Cc2ccc(Cl)c(Cl)c2)OCCCC[C@H](C)Oc2ccc(NC(=O)c3ccccc3)cc2C1=O	-11	0.4	0	0.4	20	22	28	-9
25	COCCNC(=O)CCc1c(C)nc2nc(-c3cc(OC)cc(OC)c3)nn2c1C	-3	-0.1	-1	0.3	0	-1	10	1
26	Cc1ccc(OCCNc2cc(N3CCN(CCO)CC3)ccc2[N+](=O)[O-])cc1C	.	.	.	0.3	-6	.	10	0
27	CCOC(=O)C1=NOC(CNC(=O)c2ccccc2Cl)C1 (stereo not drawn)	-2	1.2	1	0.0	0	15	4	-4
28	C[C@H](O)[C@@H]1C(=O)N2CCc3c([nH]c4cccc(-c5ccccc5)c34)[C@@H]2C[C@@H]1N(C)C(=O)c1ccccc1	-4	-1.6	3	0.4	-1	1	9	.
29	CCCc1cnc(N2CCN(C(=O)c3ccc(F)cc3)CC2)nc1	5	-4.8	-2	0.0	-4	-2	14	5
30	O=C(C[C@@H]1C[C@H]2c3cc(NC(=O)C4CCC4)ccc3O[C@H]2[C@@H](CO)O1)NCc1cccnc1	0	-3.5	-10	-0.1	-1	6	-12	.
31	CCc1ccccc1N1C(=O)c2ccccc2S1(=O)=O	.	.	.	-0.3	17	-12	-17	-2
32	COc1ccc(S(=O)(=O)N2CCCC2)cc1OC	-5	0.3	1	0.0	10	11	2	-3
33	Cc1cccc(N2C(=O)C3CCCN3C2=S)c1C (stereo not drawn)	-7	2.9	-3	0.2	-2	2	12	-6
34	COc1ccc(NC(=O)Nc2ccc3c(c2)C(=O)N([C@@H](C)CO)C[C@H](C)[C@H](CN(C)Cc2ccc(C(F)(F)F)cc2)OCCCC[C@@H](C)O3)cc1	-11	-2.7	-10	-0.1	-18	4	57	1
35	O=C(C1CCOCC1)N1CC(=O)N2[C@H](CO)[C@@H](c3ccc(C#CC4CCCCC4)cc3)[C@@H]2C1	-7	3.5	-1	0.1	-7	-3	13	.
36	CCCNC(=O)Nc1ccc2c(c1)C(=O)N(C)C[C@H](OC)[C@H](C)CN(C(=O)C1CC1)[C@H](C)CO2	?	-2.2	1	0.1	6	-1	-4	-9
37	Cc1ccc(S(=O)(=O)Nc2cccc3c2O[C@@H](CN(C)Cc2ccc(C(F)(F)F)cc2)[C@@H](C)CN([C@H](C)CO)C3=O)cc1	2	-5.4	-9	-0.7	-13	12	.	0
38	CC(C)COC(=O)N(C)C[C@@H]1OCc2ccccc2-c2c(n(C)c3ccccc23)C(=O)N([C@@H](C)CO)C[C@@H]1C	8	-0.3	2	-0.6	-13	-4	15	0
39	C[C@@H]1CN([C@H](C)CO)S(=O)(=O)c2ccc(/C=C/c3ccccc3)cc2O[C@@H]1CN(C)Cc1cncnc1	2	-0.2	7	-1.4	9	-2	38	-1
40	O=C(NCc1ccco1)c1ccc(-c2ccc(F)c(F)c2)c2ccoc12	-3	-1.6	0	0.3	69	-8	-17	.
41	CCOCCCNC(=O)c1cc2c(=O)n(CC)c3ccccc3c2s1	1	-1.5	-3	0.1	.	30	5	0
42	CC(=O)N(C)C[C@H]1Oc2cc(/C=C/c3ccccc3)ccc2S(=O)(=O)N([C@@H](C)CO)C[C@@H]1C	-1	-2.2	2	0.5	9	7	.	4
43	COc1cc(C2NC(=O)NC(C)=C2C(=O)OCc2ccc(C)cc2)cc(OC)c1OC (stereo not drawn)	-1	1.0	6	0.3	-19	-6	-5	2
44	Cc1cc(C(=O)NC2CCCCC2)c(C)n1-c1ccc(F)cc1	.	.	.	0.0	2	.	-162	-3
45	COC(=O)C[C@@H]1CC[C@@H]2[C@@H](COc3ccc(NS(=O)(=O)c4ccccc4F)cc3C(=O)N2C)O1	1	0.6	.	0.3	-8	5	-5	-2
46	CCc1nc2c(OCc3ccccc3)cccn2c1N(C)C(=O)C(C)C	6	1.2	7	0.0	-17	-3	6	.
47	N#C[C@@H]1[C@H](c2ccccc2)[C@@H](CO)N1C(=O)Nc1cccc(F)c1	1	-1.2	9	0.4	0	2	1	-12
48	O=C(OCC1OC(n2ncc(=O)[nH]c2=O)C(OC(=O)c2ccccc2)C1OC(=O)c1ccccc1)c1ccccc1 (stereo not drawn)	-8	4.8	1	.	.	0	.	-10
49	O=C(Nc1cccnc1)Nc1cc(Cl)cc(Cl)c1	2	.	7	0.0	-30	0	-5	-9
50	CC(C)c1cc(C(=O)NCc2cccnc2)no1	1	2.3	5	.	-1	-3	.	3
51	O=C(Nc1ccc(O)cc1)c1ccc2c(c1)C(=O)N(N1C(=O)c3ccccc3C1=O)C2=O	?	-0.5	3	0.3	3	3	-18	-16
52	O=C(NCCc1ccccc1)c1ccc2c(=O)[nH]c3c(C(=O)NCC4CCCO4)sc(=S)n3c2c1 (stereo not drawn)	0	-0.8	0	0.2	-16	.	-4	22
53	Cc1cc(C(=O)N/N=C/c2cc(Br)c(Br)o2)n[nH]1	2	-1.6	-2	0.2	-10	-33	-49	-5
54	NC(=O)c1c(NC(=O)c2ccncc2)sc2c1CCCC2	1	1.6	-1	0.5	-2	-45	-42	0
55	C[C@@H]1CN([C@@H](C)CO)C(=O)c2cccc(NC(=O)Nc3ccccc3)c2O[C@H]1CN(C)C	-1	3.4	-3	-0.8	5	-8	-20	3
